Bioassay records deposited in PubChem by University of Glasgow.
HCT116 survival – survival after telomere uncapping, modulators, primary screen, cell-based (AID 1259312); HCT116 + Ad-hTR-mut, survival, MTT, 5 d; active compounds read high; fold change at 10 µM; 4.5% of 4,500 active;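 active = cell survival measured by absorbance rises more than 2.5-fold over infected cells without compound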;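 also: virus expresses mutant telomerase RNA that uncaps telomeres and kills cells; compound added 2 days after infection so exposure lasts 3 days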
Numbers without * were called inactive.

SMILES | HCT116 survival
CC(C)(CO)[C@@H](O)C(=O)NCCCO | 1.46
CCCCC(=O)O[C@]1(C(=O)CO)[C@@H](C)C[C@H]2[C@@H]3CCC4=CC(=O)C=C[C@]4(C)[C@@]3(F)[C@@H](O)C[C@@]21C | 1.11
OCC(O)CN1CCN(c2ccccc2)CC1 (stereo not drawn) | 1.05
Cc1cn([C@H]2C[C@H](O)[C@@H](CO)O2)c(=O)[nH]c1=O | -1.1

Retrieved by compound from the entries so far:
SMILES | HCT116 survival
Cc1cn([C@H]2C[C@H](O)[C@@H](CO)O2)c(=O)[nH]c1=O | -1.1
CCCCC(=O)O[C@]1(C(=O)CO)[C@@H](C)C[C@H]2[C@@H]3CCC4=CC(=O)C=C[C@]4(C)[C@@]3(F)[C@@H](O)C[C@@]21C | 1.11

Only part of the results is shown; the hit share may differ from the screen's.
